# Source: PubChem (The Scripps Research Institute Molecular Screening Center)
# V1aR counter = activates human V1a receptor in oxytocin agonist counter-screen. activation, % at 3 µM. P37288. AID 2797. 320,000 tested, 0.25% active. CHO-V1R cells, Fluo-8 calcium fluorescence, agonist mode; 0% DMSO, 100% 3 nM vasopressin;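 active = activation above the mean activation of all tested compounds plus 3 SD, per screening run, cut at about 20% in these data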;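 note: signal is peak over basal fluorescence ratio across a 100 second FLIPR read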
# CHO-K1 Ca ag = nonselective activator or artifact in parental CHO-K1 cells. Fluo-8 calcium fluorescence; scaled to maximal ATP response, vehicle zero. activation, % at 3 µM. 360,000 tested, 0.48% active. AID 602248; in the data active = activation above about 15%;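 note: untransfected CHO-K1 host cells lacking M1 receptor as counterscreen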
# CHO parental Ca = counter-screen: ATP calcium response change in parental CHO cells; parental CHO-K1, ATP-induced calcium, Fluo-8 fluorescence; inhibition, % at 5.6 µM; 330,000 tested, 0.63% active; AID 463079;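 active = inhibition above that plate's mean sample inhibition plus 3 SD, cut at about 26% in these data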;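 note: 0% = ATP-challenged DMSO wells and 100% = DMSO wells without ATP; some compounds past the cut are filed as inactive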
#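 Measured by: calcium-sensitive Fluo-8 fluorescence / Test system: CHO parental line / Controls: ATP-challenged DMSO wells low, unchallenged DMSO wells high / Measure: % inhibition / Compound: single nominal dose of 5.6 µM per compound / Replicates: single well per compound, no replicates / Reagent: ATP as calcium-mobilizing challenge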
# TAAR1 antagonist = antagonists of human TAAR1; Q96RJ0; CHO RD-HGA16 TAAR1, Fluo-8 calcium fluorescence, antagonist; inhibition, % at 3 µM; 360,000 tested, 1.5% active; AID 624466;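 active = inhibition above a per-plate cutoff, the mean inhibition of test compounds on that plate plus 3 SD, cut at about 49% in these data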;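 note: 0% = DMSO plus EC80 beta-PEA response and 100% = DMSO alone without agonist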
# Target sequence (Q96RJ0 whole entry, looked up): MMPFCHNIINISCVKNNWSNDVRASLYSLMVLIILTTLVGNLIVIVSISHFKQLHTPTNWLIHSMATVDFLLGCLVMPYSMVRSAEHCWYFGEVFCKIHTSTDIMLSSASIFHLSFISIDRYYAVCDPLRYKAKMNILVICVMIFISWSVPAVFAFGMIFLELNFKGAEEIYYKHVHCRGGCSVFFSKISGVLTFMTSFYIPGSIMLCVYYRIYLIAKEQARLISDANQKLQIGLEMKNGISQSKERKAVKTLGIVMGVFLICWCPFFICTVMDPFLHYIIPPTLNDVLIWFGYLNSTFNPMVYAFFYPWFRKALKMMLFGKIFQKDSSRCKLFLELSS
#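 Assay system: CHO-derived RD-HGA16 cells stably expressing human TAAR1 plus Gα16. Timing: 140 s kinetic read after compound, 140 s after agonist. Technique: kinetic Fluo-8 calcium fluorescence measurement. Measure: % inhibition of agonist calcium response.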
# CHO-K1 Ca PAM = nonselective activator or artifact in parental CHO-K1 calcium assay. 360,000 tested, 0.02% active. ATP EC20, Fluo-8 calcium fluorescence; 0% at ATP EC20, 100% at ATP max. activation, % at 3 µM. AID 602247;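 active = activation above the run cutoff, the mean activation of all test compounds plus 3 SD, cut at about 40% in these data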;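 note: peak over basal fluorescence ratio in a 140 s read after ATP addition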
# CHO-K1 Ca antag = M1 antagonist counterscreen hit in parental CHO-K1 cells; 360,000 tested, 0.6% active; inhibition, % at 3 µM; ATP-induced calcium, Fluo-8 fluorescence;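 active = inhibition above a per-plate cutoff, the plate's mean sample inhibition plus 3 SD, cut at about 24% in these data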;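 note: 0% = DMSO plus EC80 ATP and 100% = DMSO alone without ATP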
# OXTR ag = human OXTR agonism; P30559; CHO-OTR cells, Fluo-8 calcium fluorescence; normalized: DMSO 0%, oxytocin 100%; activation, % at 3 µM; 320,000 tested, 0.32% active;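 active = activation above the mean of all tested compounds plus 3 SD, cutoff set per screening run, cut at about 20% in these data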;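 note: peak over basal fluorescence ratio from a 100 s FLIPR kinetic read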
# Target sequence (P30559 whole entry, looked up): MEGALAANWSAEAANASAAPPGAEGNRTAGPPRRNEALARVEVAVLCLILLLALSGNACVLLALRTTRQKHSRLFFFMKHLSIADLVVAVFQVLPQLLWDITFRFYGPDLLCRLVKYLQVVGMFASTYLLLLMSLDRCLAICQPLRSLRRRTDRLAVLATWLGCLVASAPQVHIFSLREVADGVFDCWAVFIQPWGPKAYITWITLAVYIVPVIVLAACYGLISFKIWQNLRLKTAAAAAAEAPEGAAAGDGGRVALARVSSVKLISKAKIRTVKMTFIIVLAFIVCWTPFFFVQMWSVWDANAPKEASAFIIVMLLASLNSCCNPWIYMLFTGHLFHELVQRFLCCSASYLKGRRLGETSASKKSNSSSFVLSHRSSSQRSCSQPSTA
# OXTR potentiate = human OXTR potentiation. activation, % at 3 µM. AID 2445. P30559. 320,000 tested, 0.061% active. CHO-OTR cells, Fluo-8 calcium fluorescence, potentiator mode; 0% = oxytocin EC15, 100% = EC100;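 active = activation above that plate's cutoff, the mean activation of tested compounds plus 3 SD, cut at about 6.6% in these data, passing the limit was not always enough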;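 note: 100% uses oxytocin at 75 nM as the full agonist control; some results filed as inactive read as strong as hits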
#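 Assay system: CHO-OTR cells, human receptor / Also added: oxytocin at about EC15, sub-maximal agonist stimulus / Dosing: single dose, 3.0 µM nominal final compound concentration / Incubation: 6 min pre-incubation, 100 s read / Technique: Fluo-8 calcium dye fluorescence / Read-out: % activation vs EC15 and EC100 oxytocin / Benchmarks: EC15 oxytocin low, 75 nM oxytocin high / Replicates: singlicate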
# GPR7 antagonist = antagonists of human GPR7 (neuropeptides B/W receptor 1) | GPR7-expressing cells, fluorescence antagonist assay | inhibition, % at 4.4 µM | 290,000 tested, 1.1% active | AID 1861; in the data active = inhibition above about 16%, passing the limit was not always enough;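 note: cells stimulated with the agonist NPW; 0% = agonist with vehicle and 100% = vehicle without agonist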
# Target sequence (P48145 whole entry, looked up): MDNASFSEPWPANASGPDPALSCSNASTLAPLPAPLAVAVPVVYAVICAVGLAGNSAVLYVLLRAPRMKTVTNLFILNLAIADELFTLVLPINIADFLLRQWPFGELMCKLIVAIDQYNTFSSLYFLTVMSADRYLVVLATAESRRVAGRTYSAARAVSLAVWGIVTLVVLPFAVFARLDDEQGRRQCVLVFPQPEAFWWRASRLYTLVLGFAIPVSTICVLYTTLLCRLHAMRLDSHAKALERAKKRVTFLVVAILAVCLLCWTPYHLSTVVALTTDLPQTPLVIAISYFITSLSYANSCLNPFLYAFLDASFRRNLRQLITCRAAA
# * hit, by the source's call; / = not tested or not shown.
SMILES,V1aR counter,CHO-K1 Ca ag,CHO parental Ca,TAAR1 antagonist,CHO-K1 Ca PAM,CHO-K1 Ca antag,OXTR ag,OXTR potentiate,GPR7 antagonist
CC(=O)Nc1ccc(NC(=O)c2nc(-c3ccccc3)oc2C)cc1,-0.1,1.1,-14,2,9,-3,-0.5,-15,7
COc1ccc(C(=O)N/C(=C\c2cn(S(=O)(=O)N(C)C)c3ccccc23)C(=O)N2CCOCC2)cc1,5.3,2.8,-26,9,6,-6,1.0,-2,-8
COc1cc2c3nnc(-c4ccc(F)cc4)c-3cn(Cc3cccc(C)c3)c2cc1OC,-0.2,0.4,-14,10,15,-2,-0.4,-7,-10
CCC(=O)NC(C)c1nc2ccccc2n1C (stereo not drawn),0.6,0.1,2,9,5,-10,-0.7,-12,7
CC(=O)c1cccc(NC(=O)C2CCN(S(=O)(=O)c3ccccc3)CC2)c1,1.3,3.3,-7,-3,14,-5,1.0,-10,3
COc1cccc2c1Oc1ncccc1N(C(=O)CCC(=O)NCc1cccc(C)c1)C2,-1.2,1.5,-17,-16,3,-8,-2.4,-4,-12
COc1cccc(NC(=O)c2ccc(NS(=O)(=O)c3cccs3)cc2)c1,/,0.9,/,-16,-17,-7,/,/,/
CCCN=C1N(C)C[C@@H]2[C@@H]3C(=O)N(Cc4ccccc4)C(=O)[C@@H]3[C@](Cc3ccccc3)(C(=O)OC)N12,/,0.4,-9,-7,26,-17,/,/,/
COc1cccc(OC)c1C(=O)Nc1ccccc1N1CCCC1,-0.5,0.0,-20,-5,5,-6,-0.9,-2,-16
O=C(Cc1cccc2ccccc12)N1CC[C@@]2(O)CCCC[C@H]2C1,0.4,1.7,-8,-26,9,-10,0.5,1,-2
O=C(CN1CCN(Cc2ccccc2)CC1)N1CCN(c2ccccc2)CC1,0.6,0.8,-23,-2,-2,-8,0.6,1,-9
COc1cc(C=O)c(Cl)cc1OCC(N)=O,-0.7,0.3,-1,-5,-6,5,-0.7,-10,-4
O=C(c1ccccc1)C(Cn1cncn1)C(Sc1ccccc1)c1ccccc1 (stereo not drawn),-0.1,1.9,-25,44,-2,8,-1.2,-12,-11
O=C(Cc1cc(=O)[nH]c(=O)[nH]1)NCc1ccccc1,-0.3,0.2,-10,0,13,-5,0.0,-2,-18
CSc1cccc(NC(=O)CCCOc2cc(=O)n(C)c3ccccc23)c1,/,1.0,/,-17,8,1,/,/,/
CN(CCO)c1cc(N2CCCCC2)c2nonc2c1[N+](=O)[O-],-0.8,-0.3,-7,0,8,-6,-1.6,-9,-9
CSc1ccc(CSCC(=O)N2CCN(S(=O)(=O)c3ccc(C)cc3C)CC2)cc1,5.7,3.7,-4,28,20,-20,4.6,-9,/
CCN(CC)c1ccc(N=Cc2c(C)[nH]c3ccccc23)cc1,-0.7,0.0,-7,0,8,-4,-0.3,-5,-13
O=C(CSCc1ccc(Cl)cc1Cl)Nc1nccs1,-0.2,1.1,-6,-3,26,-10,-1.5,-10,8
Cc1ccc(C(=O)NC2CCCCNC2=O)cc1C (stereo not drawn),-0.6,0.2,-6,-15,-1,3,0.6,-3,-14
CCOC(=O)C1(C)CCCN(C(=O)c2cccc(Cl)c2)C1 (stereo not drawn),/,1.0,/,-3,24,-16,/,/,/
Cc1cc(-c2ccccc2)nc(N/N=C/c2ccc(N(C)C)cc2)n1,-1.2,3.6,-33,9,10,-8,-3.2,0,/
Cc1c(Br)c([N+](=O)[O-])nn1C(C)C(=O)N1CCCc2ccccc21 (stereo not drawn),-0.4,2.2,-16,15,23,-19,0.6,-11,0
CN1CCN(C(=O)CCN2C(=O)c3ccccc3C2=O)CC1,0.2,1.2,7,18,23,-24,-0.1,-6,-2
COc1ccc(-n2c(Cc3cccn3C)nnc2SCC(=O)Nc2nccs2)cc1,0.7,0.1,-16,-4,-4,9,-0.2,-4,1

# Reprinted from the part before: three entries, then new ones.
SMILES,V1aR counter,CHO-K1 Ca ag,CHO parental Ca,TAAR1 antagonist,CHO-K1 Ca PAM,CHO-K1 Ca antag,OXTR ag,OXTR potentiate,GPR7 antagonist
Cc1c(Br)c([N+](=O)[O-])nn1C(C)C(=O)N1CCCc2ccccc21 (stereo not drawn),-0.4,2.2,-16,15,23,-19,0.6,-11,0
CN1CCN(C(=O)CCN2C(=O)c3ccccc3C2=O)CC1,0.2,1.2,7,18,23,-24,-0.1,-6,-2
COc1ccc(-n2c(Cc3cccn3C)nnc2SCC(=O)Nc2nccs2)cc1,0.7,0.1,-16,-4,-4,9,-0.2,-4,1
O=C(CC12CC3CC(CC(Br)(C3)C1)C2)NC1=NCCS1,0.4,0.6,-2,-24,16,1,0.5,-6,8
OCc1nc2ccccc2n1CCOc1ccccc1,0.7,0.5,-1,-3,-2,-5,0.3,-2,/
Cc1oc(-c2ccccc2Cl)nc1CS(=O)CC(=O)NCc1ccc2c(c1)OCO2 (stereo not drawn),2.3,2.5,-19,-12,10,-14,-0.2,3,5
Nc1c([N+](=O)[O-])cc2c3c(cccc13)CC2,/,-0.7,/,-8,22,9,/,/,/
COC(=O)c1ccc(C(=O)OC)c(NC(=S)N2CCN(c3cc(Cl)ccc3C)CC2)c1,0.6,0.3,-1,-27,30,-1,0.2,2,-9
Cc1c(-c2cccc(NC(=O)c3ccco3)c2)nc2ncccn12,0.1,1.0,-13,9,-5,-7,-0.8,-15,20
Cc1cc(Cc2ccc([N+](=O)[O-])cc2)c(C)cn1,1.1,-0.1,-8,-13,-20,15,0.0,2,-12
CCOC(=O)C1(C)CCCCN1C(=O)c1cccc(Cl)c1 (stereo not drawn),/,-0.1,/,-18,17,-4,/,/,/
CCc1cccc(NC(=O)c2cccc(S(=O)(=O)N3CCN(C)CC3)c2)c1,1.7,0.6,-10,-9,1,-22,-0.4,-8,4
COc1cc(NC(=O)COC(=O)Cc2ccc(-c3ccccc3)cc2)cc(OC)c1,0.7,1.0,-14,5,19,-5,0.7,-8,-6
Cc1ccc(OCCNS(=O)(=O)c2cccs2)cc1,0.0,0.8,-7,2,18,-9,0.4,-15,-1
O=C(c1cccc(-c2ccccc2F)c1)N1CC[C@@H](N2CCC(O)CC2)[C@H](O)C1,0.9,1.0,-5,-26,-6,-5,0.1,5,-12
CC(=O)Nc1ccccc1NC(=O)c1cc(C)cc(C)c1,0.3,-0.1,-26,-4,-5,14,0.7,-9,-6
CCOc1ncccc1C(=O)N1CCN(S(=O)(=O)c2ccc3c(c2)OCCO3)CC1,-0.1,0.0,-17,-8,16,-23,-0.4,6,/
COc1ccccc1NC(=O)NCC1(N(C)C)CCCCC1,0.4,0.4,-13,-16,-6,-9,0.7,5,-8
CC(=O)NNc1ccc(C(F)(F)F)cc1[N+](=O)[O-],0.2,0.5,-6,3,12,2,-1.6,1,-9
COC1=C/C(=C/c2c(N)n3nc(CC(=O)N4CCCCC4)sc3nc2=O)C=CC1=O,1.4,-0.1,2,/,-24,-1,1.4,3,-16
Cc1ccc(S(=O)(=O)N2CCN(C(=O)c3ccc(-n4cncn4)c([N+](=O)[O-])c3)CC2)cc1C,1.0,1.4,-13,-4,11,-10,-1.9,-5,/
CC(C)(C)N(Cc1ccccc1)C(=O)COC(=O)c1ccc([N+](=O)[O-])o1,-0.1,0.5,-8,6,0,-9,0.0,-5,/
COc1ccc(OC)c(NC(=O)Cn2c(=O)n(CC3CCCO3)c(=O)c3cc(OC)c(OC)cc32)c1 (stereo not drawn),0.6,0.0,-9,-4,11,-4,-0.8,-4,-10
COc1ccc(OC)c(N=C2SCCCN2C(=O)c2ccc(N3C(=O)CCC3=O)cc2)c1,-0.2,/,-11,-1,/,/,1.4,-11,/
COc1ccc(CNc2ncc(-c3ccc(F)cc3)n2C)c2ccccc12,7.7,4.4,-13,-4,24,-19,3.3,-10,-7
CC(=O)C1=C(O)C(=O)N(CCc2c[nH]c3ccccc23)C1c1ccccc1 (stereo not drawn),0.6,-0.3,4,8,-11,12,0.4,-1,-4
c1coc(CNCc2cccs2)c1,0.6,0.3,14,-20,9,6,0.6,-6,3
Cc1ccc(S(=O)(=O)N(C)C)cc1NC(=O)COC(=O)CN1C(=O)c2ccccc2C1=O,0.8,1.3,-11,-9,20,-14,0.6,-4,/

# Next part.
SMILES,V1aR counter,CHO-K1 Ca ag,CHO parental Ca,TAAR1 antagonist,CHO-K1 Ca PAM,CHO-K1 Ca antag,OXTR ag,OXTR potentiate,GPR7 antagonist
CC(=O)c1ccc2c(c1)C1C=CCC1C(c1ccncc1)N2 (stereo not drawn),1.2,-0.4,-14,3,4,1,0.3,-12,-13
COc1ccc2c(=O)c(-c3ccccc3)c(C)oc2c1,-1.6,-0.7,-25,2,11,-8,-2.2,-3,-16
COc1cccc2c(Cl)c(CCCl)c(C)nc12,-0.2,-0.5,-25,-20,11,-7,-2.1,-3,-1
CC(C)(C)c1ccc(N=C2SCC(=O)N2Cc2cccs2)cc1,-0.2,0.5,-25,-39,15,-9,-1.3,-18,-31
CN(CC(=O)Nc1ccccc1C(F)(F)F)CC(=O)N1CCCCCC1,0.1,0.5,-9,-7,16,-11,-0.7,0,/
O=C1CSC(c2ccccn2)N1c1ccc2ccccc2c1 (stereo not drawn),1.3,0.4,-7,5,-3,8,0.2,-11,-5
Cc1cc(C)cc(C(=O)Nc2c3c(nn2C(C)(C)C)CS(=O)(=O)C3)c1,0.4,0.8,-16,-12,-5,-4,0.0,-5,9
O=C(Nc1cnn(Cc2ccc(F)cc2)c1)C(c1ccccc1)c1ccccc1,3.4,2.7,-19,-11,29,-10,-0.9,-13,-7
O=C(OCCN(C1=NS(=O)(=O)c2ccccc21)c1ccccc1Cl)c1ccc(Cl)cc1,1.2,0.9,-17,2,15,-5,0.4,-1,-2
Cc1c(C(=O)N2CCOCC2)c(S(=O)(=O)Nc2ccc(Br)cc2F)c(C)n1C,0.1,0.7,-20,-28,5,-10,-0.3,-1,-3
CC(C)N1C(=O)C2C(c3ccccc3O)NC(C)(C(=O)O)C2C1=O (stereo not drawn),-0.5,0.1,1,7,21,-8,0.8,-2,/
COc1cccc(-c2cnc3c(NC(C)=O)cc(-c4ccsc4)cn23)c1,/,7.3,/,73*,4,9,/,/,/
CCc1ccc(NCCC(=O)c2ccc(Cl)cc2)cc1,0.7,0.0,-8,13,12,-6,-0.1,-2,-8
c1ccc(-c2nc3cc4ccccc4cc3[nH]2)nc1,-0.8,0.2,-15,-9,-11,-3,-2.2,-6,-6
CCn1c(SCC(=O)N2CCCCCC2)nc2c([nH]c3ccccc32)c1=O,-0.9,0.9,-7,2,24,-10,-0.7,-11,-13
O=C(CN1CCN(c2ccccn2)CC1)NCc1cccs1,1.6,0.1,-4,9,0,8,1.3,-3,-4
CCOC(=O)/C(C#N)=C/c1cc2cc(C)c(C)cc2nc1Cl,0.8,1.1,-10,-39,-3,-9,0.1,-15,-9
